# Assay outcomes from PubChem.
# Mcl1 Bid PPI = Mcl-1/Bid binding inhibitors, primary screen, biochemical, TR-FRET, 1536-well. inhibition, % at 21.7 µM. Induced myeloid leukemia cell differentiation protein Mcl-1 (Homo sapiens), Q07820. TR-FRET Mcl-1/Bid-Dy647 peptide binding. 0.97% of 220,000 active. AID 1021, 2008;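 active = compounds that cut the binding signal by more than half at the single screening dose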;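 also: His-tagged Mcl-1 with europium anti-His antibody binding Bid BH3 peptide; 0% = Mcl-1 plus peptide wells and 100% = peptide-only wells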
# Target sequence (Q07820 whole entry, looked up): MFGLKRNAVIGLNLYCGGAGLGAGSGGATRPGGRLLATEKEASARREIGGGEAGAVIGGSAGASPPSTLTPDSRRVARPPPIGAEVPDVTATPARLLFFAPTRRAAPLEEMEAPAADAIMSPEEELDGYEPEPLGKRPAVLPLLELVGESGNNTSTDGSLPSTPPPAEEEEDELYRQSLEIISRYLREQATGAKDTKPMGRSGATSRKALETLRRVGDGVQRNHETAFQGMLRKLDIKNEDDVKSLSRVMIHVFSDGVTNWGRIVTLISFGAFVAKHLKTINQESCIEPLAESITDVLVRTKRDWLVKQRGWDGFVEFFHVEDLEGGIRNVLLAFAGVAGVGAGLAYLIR
# Mcl1 Noxa PPI = Mcl-1/Noxa binding inhibitors, primary screen, biochemical, TR-FRET, 1536-well; 1.5% of 220,000 active; inhibition, % at 21.7 µM; AID 1022, 2008; TR-FRET Mcl-1/Noxa peptide binding, 2 h;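 active = compounds that cut the protein-peptide binding signal by more than 50% relative to plate controls in a single-dose test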;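 also: His-tagged Mcl-1 with rhodamine Noxa BH3 peptide and terbium anti-His antibody; 0% = Mcl-1 plus Noxa peptide wells and 100% = peptide-only wells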
# RGS8-Gao = RGS8-Galphao binding modulators, primary screen, biochemical, multiplexed bead flow cytometry; Guanine nucleotide-binding protein G(o) subunit alpha (Homo sapiens), P09471; AID 1423, 2008; actives lie on both sides; response (percent of control binding), % at 10 µM; 0.34% of 220,000 active; in the data active = response below about 60% or above about 140%; inactive = in between;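 also: Galphao activated as the GDP aluminium fluoride complex binding bead-coupled RGS8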
# Mcl-1 Bim block = inhibitors of Bim peptide binding to Mcl-1, primary screen, biochemical, bead-based flow cytometry, multiplex; AID 1009, 2008; Bim peptide-Mcl-1 binding; 0.1% of 190,000 active; inhibition, % at 10 µM; Induced myeloid leukemia cell differentiation protein Mcl-1 (Homo sapiens), Q07820;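 also: 0% = no compound tracer wells and 100% = peptide blocker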
# Bcl-XL Bim block = inhibitors of Bim-Bcl-XL binding, primary screen, biochemical, multiplexed, bead flow cytometry, human Bcl-XL; Bim peptide-Bcl-XL binding, fluorescence; AID 1007, 2008; 0.04% of 190,000 active; Bcl-2-like protein 1 (Homo sapiens), Q07817; inhibition, % at 10 µM
# Target sequence (Q07817 whole entry, looked up): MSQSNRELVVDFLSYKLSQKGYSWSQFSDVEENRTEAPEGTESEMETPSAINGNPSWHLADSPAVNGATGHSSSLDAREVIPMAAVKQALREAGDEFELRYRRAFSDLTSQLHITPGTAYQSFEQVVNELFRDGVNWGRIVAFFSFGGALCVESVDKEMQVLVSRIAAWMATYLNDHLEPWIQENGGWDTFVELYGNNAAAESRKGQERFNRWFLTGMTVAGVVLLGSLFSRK
# Bcl-2 Bim block = inhibitors of Bim-Bcl-2 binding, primary screen, biochemical, multiplexed, human Bcl-2 family; Apoptosis regulator Bcl-2 (Homo sapiens), P10415; 0.06% of 190,000 active; AID 950, 2007; Bead-based flow cytometry, Bim peptide-Bcl-2 binding; inhibition, % at 10 µM; in the data active = inhibition above about 40%; inconclusive = no clear call, values can overlap the other calls;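 also: 0% = no compound wells with probe peptide and 100% = reference peptide inhibitor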
# Bim-Bcl-B = inhibitors of Bim-Bcl-B binding, primary screen, biochemical, multiplexed, human Bcl-2 family | Bcl-2-like protein 10 (Homo sapiens), Q9HD36 | bead-based flow cytometry, Bim peptide-Bcl-B binding | inhibition, % at 10 µM | 0.073% of 190,000 active;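 also: 0% = tracer peptide without compound and 100% = reference inhibitor peptide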
# Target sequence (Q9HD36 whole entry, looked up): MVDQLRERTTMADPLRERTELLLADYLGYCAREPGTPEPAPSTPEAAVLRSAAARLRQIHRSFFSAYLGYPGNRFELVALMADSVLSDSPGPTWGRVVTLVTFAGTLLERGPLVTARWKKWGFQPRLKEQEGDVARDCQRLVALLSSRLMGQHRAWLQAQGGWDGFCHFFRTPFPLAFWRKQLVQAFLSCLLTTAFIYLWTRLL
# RGS4-Gao reg = modulators of RGS4 binding to Galphao, primary screen, biochemical, multiplexed bead flow cytometry; binding response (% of control), % at 10 µM; Guanine nucleotide-binding protein G(o) subunit alpha (Homo sapiens), P09471; 0.33% of 220,000 active; actives lie on both sides; in the data active = binding response below about 49% or above about 150%; inactive = in between;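 also: fluorescent Galphao activated with aluminum fluoride binding bead-coupled RGS4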
# Bim-Bfl-1 = inhibitors of Bim binding to Bfl-1, primary screen, biochemical, multiplexed, bead-based flow cytometry. Bcl-2-related protein A1 (Homo sapiens), Q16548. Bim-Bfl-1 binding inhibition. inhibition, % at 10 µM. 0.12% of 190,000 active. AID 1008, 2008;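 also: 0% = wells without compound plus tracer and 100% = blocker peptide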
# RGS7-Gao reg = RGS7-Galphao binding modulators, primary screen, biochemical, multiplexed bead flow cytometry; Guanine nucleotide-binding protein G(o) subunit alpha (Homo sapiens), P09471; actives lie on both sides; binding response (% of control), % at 10 µM; 0.35% of 220,000 active; AID 1439, 2008; in the data active = binding response below about 49% or above about 150%; inconclusive = no clear call, values can overlap the other calls; inactive = in between;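 also: fluorescent Galphao held in activated GDP-AlF4 state binding bead-coupled RGS7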
# Bim-Bcl-W = inhibitors of Bim binding to Bcl-W, primary screen, biochemical, multiplexed, bead-based flow cytometry | Bcl-2-like protein 2 (Homo sapiens), Q92843 | Bim peptide-Bcl-W binding | inhibition, % at 10 µM | 0.02% of 190,000 active;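 also: 0% = bound tracer without compound and 100% = peptide blocker; higher means less fluorescent Bim peptide bound to Bcl-W beads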
# Target sequence (Q92843 whole entry, looked up): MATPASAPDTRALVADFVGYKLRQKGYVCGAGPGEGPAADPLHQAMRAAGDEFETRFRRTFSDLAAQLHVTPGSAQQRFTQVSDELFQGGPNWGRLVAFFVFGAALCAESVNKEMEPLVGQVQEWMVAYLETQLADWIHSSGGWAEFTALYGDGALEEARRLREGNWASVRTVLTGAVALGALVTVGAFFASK
# Active calls of the source: *; ? = inconclusive; nt = not tested or not shown. Rule as the data show it, unless noted: active = inhibition above about 40%.
SMILES | Mcl1 Bid PPI | Mcl1 Noxa PPI | RGS8-Gao | Mcl-1 Bim block | Bcl-XL Bim block | Bcl-2 Bim block | Bim-Bcl-B | RGS4-Gao reg | Bim-Bfl-1 | RGS7-Gao reg | Bim-Bcl-W
CCn1ncc(CN2CCN(Cc3ccc(OC)c(C)c3C)C(CCO)C2)c1C (centres undefined) | -10 | 5 | 99 | -3 | -4 | -6 | -3 | 103 | -8 | 101 | -4
CCOC(=O)c1ccc(NC(=O)c2ccc(OC(C)C)c(OC)c2)cc1 | -25 | 9 | 102 | -2 | -1 | -1 | -1 | 103 | -4 | ? | 0
C=CCC1(C#N)C(=S)NC(C)=C(C(=O)OCC)C1c1ccccc1 (centres undefined) | -16 | 20 | 102 | nt | nt | nt | nt | 102 | nt | ? | nt
CCOC(=O)C1C(=O)Nc2nc3ccccc3n2C1C(C)C (centres undefined) | -8 | -5 | 100 | -2 | -9 | -8 | -7 | 103 | -14 | 105 | -4
N#CCCn1cc(C=C(C#N)C#N)c(-c2ccc(Cl)cc2)n1 | -13 | 13 | 102 | -1 | 0 | -5 | -4 | 103 | -2 | 95 | 4
Cc1ccc(C=Nc2ccccc2C(=O)Nc2ccccc2)cc1 | -12 | -5 | 105 | -3 | -3 | 1 | -2 | 104 | 0 | 105 | -2
Cc1ccc(S(=O)(=O)N2CCCC(C(=O)Nc3ccc(C(=O)O)cc3)C2)cc1Cl (centres undefined) | -14 | 31 | 102 | 0 | 1 | -2 | -2 | 105 | -3 | ? | -1
CC(=O)N(Cc1ccccc1)Cc1nc2sc(C)c(C)c2c(=O)[nH]1 | -26 | -7 | 97 | -11 | -4 | -5 | -2 | 97 | -4 | 93 | -8
O=C(COc1ccc(S(=O)(=O)N2CCCCC2)cc1)N1CCCCCC1 | -11 | 2 | 101 | -6 | -10 | -9 | -9 | 102 | -17 | 98 | -3
CCN1CCN(CCCN(Cc2ccco2)C(=S)Nc2cccc(Cl)c2C)CC1 | -27 | 14 | 101 | -2 | -4 | -6 | -4 | 101 | -3 | ? | -1
COC(=O)C1=C(C)N(CCc2ccccc2)C(=O)/C1=C\c1ccco1 | -53 | 12 | 91 | -3 | -6 | 0 | -6 | 78 | 0 | 90 | -2
CC1CC(=O)c2cnc(NCc3ccco3)nc2C1 (centres undefined) | -31 | -6 | 101 | -3 | -1 | -6 | -8 | 99 | -4 | 100 | -4
CCOC(=O)Cc1csc(NC(=O)COc2ccc(N(C)S(=O)(=O)c3ccc(C)cc3)cc2)n1 | -5 | -5 | 106 | 0 | 15 | -6 | -5 | 113 | -12 | 107 | 0
O=C(O)C1CC(=O)N(c2ccc(Br)cc2)C1 (centres undefined) | -5 | 25 | 105 | 0 | -2 | -4 | -5 | 106 | -8 | 105 | 3
CC1=C(C(=O)OCCNC(=O)c2cccnc2)C(c2cccc([N+](=O)[O-])c2)C(C(=O)OCCN(C)C)=C(C)N1 (centres undefined) | -80 | 24 | 103 | -3 | -5 | -5 | -3 | 101 | -2 | 102 | -3
CCc1nnc(NC(=O)c2ccc3ncsc3c2)s1 | 56* | 41 | 102 | nt | nt | nt | nt | 103 | nt | ? | nt
COc1ccc(CC(=O)NCc2ccccn2)cc1OC | -95 | -112 | 96 | 5 | 1 | 2 | 3 | 101 | 0 | 101 | 0
CCOc1cccc2cc(-c3csc(NC(=O)CCC(=O)NCCN4CCCCC4C)n3)c(=O)oc12 (centres undefined) | -24 | 29 | 98 | 3 | -5 | -1 | -2 | 96 | -3 | 97 | 0
C=CCONC(=O)c1cc(OCC(F)(F)F)ccc1OCC(F)(F)F | -18 | 2 | 101 | 0 | -1 | 0 | -4 | 96 | -4 | 96 | -1
Cc1nnc(N(C)C(=O)c2ccncc2)s1 | -4 | 5 | 102 | 2 | -1 | 0 | -1 | 103 | -11 | 96 | 0

# The list goes on; the last six above are carried over.
# Values run as follows: Mcl1 Bid PPI, Mcl1 Noxa PPI, RGS8-Gao, Mcl-1 Bim block, Bcl-XL Bim block, Bcl-2 Bim block, Bim-Bcl-B, RGS4-Gao reg, Bim-Bfl-1, RGS7-Gao reg, Bim-Bcl-W
CC1=C(C(=O)OCCNC(=O)c2cccnc2)C(c2cccc([N+](=O)[O-])c2)C(C(=O)OCCN(C)C)=C(C)N1 (centres undefined)
→ -80, 24, 103, -3, -5, -5, -3, 101, -2, 102, -3
CCc1nnc(NC(=O)c2ccc3ncsc3c2)s1
→ 56*, 41, 102, nt, nt, nt, nt, 103, nt, ?, nt
COc1ccc(CC(=O)NCc2ccccn2)cc1OC
→ -95, -112, 96, 5, 1, 2, 3, 101, 0, 101, 0
CCOc1cccc2cc(-c3csc(NC(=O)CCC(=O)NCCN4CCCCC4C)n3)c(=O)oc12 (centres undefined)
→ -24, 29, 98, 3, -5, -1, -2, 96, -3, 97, 0
C=CCONC(=O)c1cc(OCC(F)(F)F)ccc1OCC(F)(F)F
→ -18, 2, 101, 0, -1, 0, -4, 96, -4, 96, -1
Cc1nnc(N(C)C(=O)c2ccncc2)s1
→ -4, 5, 102, 2, -1, 0, -1, 103, -11, 96, 0
COc1ccc(S(=O)(=O)Cc2ccc(C(=O)NC(C)C)o2)cc1
→ 1, 7, 89, 0, -1, -1, -1, 99, 1, 85, 0
N#Cc1nc(COc2ccccc2Cl)oc1N1CCCCCC1
→ -6, 3, 85, 17, 23, 13, 16, 92, 11, 94, 15
COc1ccc(N(CC(=O)NCC2CCCO2)S(=O)(=O)c2c(C)noc2C)cc1 (centres undefined)
→ -3, 3, 102, 0, -1, 0, 0, 98, 1, 95, -1
c1ccn2cc(CSc3nnc4ccccn34)nc2c1
→ -15, -3, 101, -3, -5, -9, -8, 98, -15, 100, -4
c1ccc(-c2nnc3n2-c2ccccc2SC3)cc1
→ -5, -2, 98, nt, nt, nt, nt, 97, nt, ?, nt
Cc1ccc(CN2CCN(Cc3ccc(O)cc3)CC2CCO)o1 (centres undefined)
→ -67, 1, 102, -2, -6, 0, -4, 99, -6, 98, -3
COCCOC(=O)c1c(N)n(CCCN2CCOCC2)c2nc3ccccc3nc12
→ -22, 28, 102, nt, nt, nt, nt, 109, nt, ?, nt
CCC(CC)C(=O)Nc1c2cnn(-c3ccccc3)c2nc(=O)n1-c1ccccc1
→ -2, 16, 102, -2, -1, -4, 0, 101, -3, 107, 0
COc1ccccc1N(CN1C(=O)c2ccccc2C1=O)C(=O)c1cccnc1
→ 2, nt, 101, -4, -4, -9, -13, 100, -10, 100, -2
Cc1ccc(CSc2nnc(-c3ccc(S(=O)(=O)N4CCCC4)cc3)o2)cc1
→ 4, 6, 103, -1, -7, -5, -3, 104, -8, 103, -4
N#Cc1c(N)sc(=S)c2c1CCCCC2
→ 25, 71*, 98, -4, -3, -7, -15, 100, -11, 98, 1
CCOC(=O)c1c(N)n[nH]c1-c1ccc(OC)cc1
→ -15, -4, 92, 0, -13, -5, -10, 86, -6, 85, -3
c1ccc(CCc2ccccc2-c2nc(-c3cccnc3)no2)cc1
→ -7, 16, 102, -5, -10, -13, -12, 99, -20, 100, -4
Cc1ccc(C(=O)c2cc([N+](=O)[O-])ccc2N2CC(C)OC(C)C2)cc1 (centres undefined)
→ 47, -5, 101, -6, -8, -9, -11, 98, -5, 97, -5
COc1ccccc1CNC(=O)CC(NS(=O)(=O)c1ccc(C)cc1)c1ccco1 (centres undefined)
→ 92*, 19, 99, 0, 5, -5, -3, 93, -7, 99, 3
C=CCNC(=S)N/N=C(\C)c1cccc(OC)c1
→ -15, 14, 101, 0, -1, 0, -1, 99, 0, 100, -1
CC(C)(C)c1ccc(NC(=O)c2ccccc2)c([N+](=O)[O-])c1
→ -7, 6, 101, -2, -3, -9, -8, 97, -6, 96, -5
COc1ccc(CC(=O)Nc2cc(Cl)ccc2O)cc1
→ -47, 9, 86, -8, -6, -6, -4, 103, -5, 99, -4
COc1ccccc1NC(=O)c1ccc(COc2ccccc2OC)o1
→ -24, 6, 96, 0, -1, 0, 0, 93, 0, 90, 0
Cc1ccc([N+](=O)[O-])cc1NC(=O)CN(C(=O)c1ccc(Cl)cc1)C1CCCCC1
→ -15, 8, 108, -1, -1, 0, 0, 110, -2, 112, -2
CC(C)CNC(=O)c1cccc(NC(=O)CSc2ccccc2)c1
→ -10, 6, 98, -8, -11, -4, -10, 96, -8, 96, -6
CCCCC(c1nnnn1CCOC)N1CCN(C(=O)c2ccco2)CC1 (centres undefined)
→ 20, 23, 104, 0, -2, -5, -1, 102, -1, 102, -1
Cc1c(O)c(CN2CCCCC2)cc2c3c(c(=O)oc12)CCC3
→ -14, -7, 103, 0, 0, 0, 0, 98, -1, 99, 0
COc1ccc(NC(=O)C(c2ccccc2)c2ccccc2)cn1
→ -13, 5, 100, -3, 0, -1, 2, 101, 4, ?, 3
O=C(NCC12CC3CC(CC(C3)C1)C2)c1cc2n(n1)C(C(F)(F)F)CC(c1ccco1)N2 (centres undefined)
→ -19, 15, 101, -2, -1, -6, -3, 99, 0, 97, -1
C#CCn1c(=NC(=O)c2cccs2)sc2cccc(OCC)c21
→ -6, 11, 104, 0, 0, -7, -9, 105, -9, 103, 0
CCC(C)(NC(=O)c1ccccn1)C(=O)NC1CCCCC1 (centres undefined)
→ -11, 14, 99, -2, -5, -8, -8, 99, -14, 98, 0
CC(C)c1nc(SCC(=O)Nc2c[nH]c(=O)[nH]c2=O)c2cnn(-c3ccccc3)c2n1
→ -35, -46, 102, -2, -1, 3, 0, 97, 2, ?, -4
O=C(CCN1C(=O)C2C3C=CC(C3)C2C1=O)Oc1ccc2ccccc2c1 (centres undefined)
→ -17, 4, 99, -9, -6, -2, -2, 100, 0, 97, -3
CC(C)(C)NC(=S)N/N=C\c1ccc(-c2ccc([N+](=O)[O-])cc2)o1
→ -102, -12, 102, nt, nt, nt, nt, 107, nt, ?, nt
CSc1ncccc1C(=O)NCC1CCCCC1
→ -15, -7, 101, nt, nt, ?, nt, 98, nt, 101, nt
